CBFb-RUNX1 inh: inhibitors of human CBF-beta and RUNX1 interaction | Q01196+Q13951 | AlphaScreen CBFb-His/RUNX1-biotin binding, biochemical | Potency, µM (highest dose often 59.8 µM), without a hit: top-dose activity, negative = inhibition, most hits filed as inhibitors | 230,000 tested, under 10 active | AID 1477; note: % of control where 0% means no effect
Target sequence (Q01196 whole entry, looked up): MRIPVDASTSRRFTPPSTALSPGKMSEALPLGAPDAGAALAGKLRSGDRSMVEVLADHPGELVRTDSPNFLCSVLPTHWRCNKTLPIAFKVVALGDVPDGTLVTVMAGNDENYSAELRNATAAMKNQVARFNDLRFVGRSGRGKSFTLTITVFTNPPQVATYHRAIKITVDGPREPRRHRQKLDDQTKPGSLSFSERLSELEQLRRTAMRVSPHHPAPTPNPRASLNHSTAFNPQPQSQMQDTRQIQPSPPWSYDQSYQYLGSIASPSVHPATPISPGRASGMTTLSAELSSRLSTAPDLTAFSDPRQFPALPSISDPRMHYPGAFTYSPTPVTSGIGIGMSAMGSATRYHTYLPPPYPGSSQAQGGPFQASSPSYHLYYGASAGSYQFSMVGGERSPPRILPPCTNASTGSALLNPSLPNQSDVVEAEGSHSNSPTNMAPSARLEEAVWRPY
Target sequence (Q13951 whole entry, looked up): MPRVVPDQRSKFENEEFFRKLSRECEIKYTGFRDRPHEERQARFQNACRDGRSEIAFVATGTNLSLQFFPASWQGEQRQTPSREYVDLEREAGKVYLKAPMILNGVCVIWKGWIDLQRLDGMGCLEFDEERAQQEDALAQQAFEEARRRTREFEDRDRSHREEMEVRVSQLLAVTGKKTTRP
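Room-temperature protein-protein interaction test with 30 nM each of His-tagged CBF-beta and biotinylated RUNX1, 15 min with compound, then 90 min with nickel plus streptavidin beads. Signal read in AlphaScreen mode.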
NPSR antag: antagonists of human neuropeptide S receptor cAMP signaling | Potency, µM (highest dose often 38.3 µM), for inactives: at the highest dose activity change, negative = inhibition, usual class: inhibitors | 220,000 tested, 1% active | CHO-NPSR cells, cAMP TR-FRET, antagonist mode | Q6W5P4; note: potency is the fitted concentration of half-maximal effect; % is set by controls: 0 for no effect and ±100 for the full control effect; nearly all actives have a fitted effect of over 50% in size; many of its hits are not listed in these tables
Target sequence (Q6W5P4 whole entry, looked up): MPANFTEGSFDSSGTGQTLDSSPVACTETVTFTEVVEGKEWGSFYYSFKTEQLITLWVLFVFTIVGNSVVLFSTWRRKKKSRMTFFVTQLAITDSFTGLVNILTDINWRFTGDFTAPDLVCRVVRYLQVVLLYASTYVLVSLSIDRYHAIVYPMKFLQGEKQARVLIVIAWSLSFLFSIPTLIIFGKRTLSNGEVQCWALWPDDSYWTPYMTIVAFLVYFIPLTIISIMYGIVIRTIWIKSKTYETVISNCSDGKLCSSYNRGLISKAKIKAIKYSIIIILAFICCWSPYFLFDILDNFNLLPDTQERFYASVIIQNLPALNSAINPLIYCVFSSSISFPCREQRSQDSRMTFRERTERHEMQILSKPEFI
GLA spleen mod: alpha-galactosidase A (human) modulation; 240,000 tested, 0.008% active; human spleen homogenate, 4MU-alpha-Gal fluorescence, 40 min; Potency, µM (titrated, usually from 80 µM), inactives show at the top dose activity change, negative = inhibition, actives largely listed as inhibitors; P06280; AID 2107;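 note: potency is the fitted concentration of half-maximal effect; 0% = enzyme with vehicle and -100% = no enzyme basal signal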
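Fluorogenic readout (Ex 365/Em 440 nm) of 4-methylumbelliferone released from 1 mM 4-MU-alpha-galactoside by spleen homogenate, 40 min at 37C, pH 5.0. Data normalized to no-enzyme and enzyme controls; Hill-equation AC50 from compound titrations.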
Luc counter: blocks Kinase-Glo luciferase, a counter-screen artifact. Q27757. Kinase-Glo luciferase, ATP luminescence, 8 min. Potency, µM (top dose mostly 38.3 µM), inactives show at the highest dose activity change, negative = inhibition, usual class: inhibitors. 200,000 tested, 0.28% active. AID 1379; note: potency is the fitted concentration of half-maximal effect; % is set by controls: 0 for no effect and ±100 for the full control effect; nearly all actives have a fitted effect of over 60% in size
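Recombinant Kinase-Glo luciferase, 10 uM ATP (linear range), luciferin; imidazole pH 7.2 / KCl / MgCl2 / Tween / BSA buffer; 8 min RT; luminescence.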
Epigenetic reg: epigenetic control regulation, reporter derepression. murine LDR cells, GFP reporter derepression, 30 h. Potency, µM (series often up to 53.9 µM), without a hit: at the highest dose GFP activation, hits mostly activators. 280,000 tested, 0.2% active; note: potency is the fitted concentration of half-maximal effect; % of control where 0% means no effect; nearly all actives have a fitted effect of over 60% in size
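GFP-positive cell count by laser-scanning cytometry (objects 20–120 um) after 30 h, 37 C compound exposure of murine LDR cells; reporter is CMV-GFP integrated at a silenced locus, inducible by HDAC or DNMT inhibitors.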
IMPase Li inh: cell-permeable IMPase inhibitors with lithium potentiation | CHO-M1 cells, IP1 TR-FRET (IP-One), carbachol + lithium | Potency, µM (doses to about 59.4 µM), inactives show at the top dose activity, negative = IMPase inhibition, most hits filed as inhibitors | 210,000 tested, 0.35% active | AID 1457;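 note: IP1 builds up when IMPase is blocked and the TR-FRET signal falls; potency is the fitted concentration of half-maximal effect; plate controls were basal vehicle for no effect and high inhibitor control for full effect; nearly all actives have a fitted effect of over 50% in size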
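Lithium-sensitised IP1 accumulation assay; M1-expressing CHO cells treated 30 min at 37C with compound. Competitive antibody detection by time-resolved FRET followed a 10 min room-temperature lysis step.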
LMNA splice mod: changes lamin A minigene splicing in HeLa cells. HeLa LMNA splicing GFP/RFP minigene ratio, 48 h. Potency, µM (series often up to 46.1 µM), inactives show at the highest dose ratio change, negative = inhibition, usual class: inhibitors. 200,000 tested, 0.01% active. AID 1487; active = well fitted inhibition curve with a large enough effect in the signal ratio, with a control signal flat, not every such curve was filed as active; inconclusive = small, poorly fitted or top-dose-only effect, or effect the other way, or a change in a side signal; the % refers to the signal ratio; note: potency is the fitted concentration of half-maximal effect; % is set by controls: 0 for no effect and ±100 for the full control effect
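S3 HeLa cells stably expressing lamin A-EGFP splicing minigene plus DsRed2, 600 cells/well, 48 h compound exposure at 37C. Laser-scanning cytometry; analysed as GFP (500-530 nm)/RFP (575-640 nm) total intensity ratio; 0.5% DMSO vehicle.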
Starred values were filed as active, the others as inactive; ? = inconclusive; · = not tested or not shown; [ ] = dose if it differs, or a comment. Unless noted, calls come from the whole dose curve; as a rule, active = well fitted curve in the direction sought with a large enough effect; inconclusive = small, poorly fitted or top-dose-only effect, or another doubt; inactive = no such curve, though single readings can be large; an effect the other way counts as inactive or inconclusive. Not all compounds are listed. The share of hits here may be higher or lower than overall.

SMILES	CBFb-RUNX1 inh	NPSR antag	GLA spleen mod	Luc counter	Epigenetic reg	IMPase Li inh	LMNA splice mod
O=C(CSc1ccc2ccccc2c1)Nc1ccncc1	-1%	-3%[46.1 µM]	6%	-4%	1.7%	19%[38.3 µM]	?
CC(=O)Nc1ccc(S(=O)(=O)N2CCSCC2)cc1	-4%	-8%[46.1 µM]	20%	-3%	-1.0%	-14%[38.3 µM]	-9%
CCCCCn1c(=O)c2ccccc2n2c(CCl)nnc12	-5%	-42%	3%	2%	-3.0%	3%	·
CCc1ccccc1NC(=S)N(CCN(C)C)C(C)c1cccnc1 (stereo not given)	-2%	14%	-3%	2%	0.0%	-3%	17%[46 µM]
O=C(C1CC1)N1CCc2cc(Br)cc(S(=O)(=O)N3CCN(c4ccccn4)CC3)c21	14%	-19%[46.1 µM]	6%	-3%	0.9%	11%	?
COCCn1c(=O)c(-c2cccs2)nc2cnc(Oc3ccc(OC)cc3)nc21	·	·	13%	-2%	·	20%	·
CNC(=O)COC(=O)c1cc2c(s1)CCCC2	12%	2%	-5%	4%	3.8%	5%	·
Cc1ccccc1OCC(=O)N/N=C/c1sc(=O)n(Cc2cccc(C(=O)O)c2)c1Cl	4%	?	-2%	·	1.3%	·	·
CN(C)Cc1cc(CCNC(=O)c2ccc(Cl)cc2)ccc1O	10%	11%[46.1 µM]	-3%	-3%	4.5%	-9%[38.3 µM]	1%
COc1cc(/C=C/C(=O)OCC(=O)Nc2cc(S(=O)(=O)N3CCCCC3)ccc2C)ccc1O	-9%	-14%	1%	2%	0.9%	12%	0%
CC(=O)Nc1c(C)cc(OCC(=O)O)cc1C	8%	-1%[7.67 µM]	8%	-4%[7.66 µM]	-0.3%	-5%	·
CC(=O)Oc1ccc(C(=O)[C@H]2[C@H]3C(=O)N(c4ccccc4)C(=O)[C@H]3[C@@H]3C=CC=NN32)cc1	?	-1%	2%	-4%	-2.9%	6%	-4%
CC/C(CC(C)(C)c1ccccc1)=N\O	7%	-3%[46.1 µM]	-1%	5%	-3.4%	12%	-5%
O=C(Nc1ccccc1C(F)(F)F)c1c(F)cccc1Cl	-3%	1%	2%	-2%	1.1%	3%	10%[46 µM]
CCCOc1ccc(C2c3c(oc4cc(C)c(C)cc4c3=O)C(=O)N2CCCN2CCOCC2)cc1 (stereo not given)	-24%	-4%[46.1 µM]	-2%	-5%	5.5%	26%[38.3 µM]	2%
CCOC(=O)C1=C(NC(=O)c2ccc(Br)o2)Nc2ccccc2N=C1	5%	-4%[46.1 µM]	-15%	1%	-1.1%	-2%[38.3 µM]	2%
COc1cc(NC(=O)c2cccc(Cl)c2)ccc1NC(=O)c1cccs1	0%	31%	0%	1%	0.1%	4%	3%[46 µM]
CN(C(=O)COC(=O)c1cc(-c2ccccc2Cl)nc2ccccc12)C1CCS(=O)(=O)C1 (stereo not given)	-7%	-8%	-10%	7%	2.0%	-12%	-7%
COc1cccc(NC(=O)CN(C)CC(=O)Nc2ccc(Br)cc2)c1	6%	-9%	-6%	-2%	1.1%	8%	·
O=C(c1ccco1)N1CCN(C(c2ccccc2F)c2nnnn2Cc2cccs2)CC1 (stereo not given)	8%	-10%[46.1 µM]	2%	5%	-1.0%	4%[38.3 µM]	-9%
O=S(=O)(c1ccc(Br)cc1)n1c(Cc2ccccc2)nc2ccccc21	-5%	15%	-2%	4%	-1.0%	3%	-8%
Cn1c(=O)c2c(nc(CN3CCN(C(c4ccccc4)c4ccccc4)CC3)n2CC(N)=O)n(C)c1=O	-2%	0%[46.1 µM]	7%	1%	-5.5%	16%[38.3 µM]	3%
CCC(C)NC(=O)CN1C(=O)C(CC)Sc2ccccc21 (stereo not given)	-1%	19%	1%	1%	3.2%	6%	·
COc1cc(OC)cc(-c2nn[nH]n2)c1	5%	1%	-2%	1%	3.1%	0%	4%
Cc1ccc(/C=C/C(=O)Nn2cnnc2)cc1	2%	-2%[46.1 µM]	8%	-8%	0.6%	23%[38.3 µM]	4%

Going on with the list.
SMILES	CBFb-RUNX1 inh	NPSR antag	GLA spleen mod	Luc counter	Epigenetic reg	IMPase Li inh	LMNA splice mod
COc1ccc(-n2c(-c3ccc(Cl)cc3)c[n+]3c2CCc2ccccc2-3)cc1	-1%	-15%	0%	-4%	1.1%	9%	?
Cc1ccc(C(=O)N/N=C2/NC(=O)CC(C(=O)Nc3ccccc3)S2)cc1 (stereo not given)	-2%	23%	-16%	-2%	0.0%	1%	-9%
Cc1cccc(CCNC(=O)C2CCCN(S(=O)(=O)c3cnc[nH]3)C2)c1 (stereo not given)	13%	-4%[46.1 µM]	4%	1%	0.0%	21%[38.3 µM]	-10%
CCOC(=O)C1=NN(C(=O)c2ccccc2)C(O)(c2ccc(C)cc2)C1 (stereo not given)	-9%	8%	4%	4%	0.0%	-5%	8%
O=C(Nc1ccccc1)c1cc2n(n1)C(C(F)(F)F)CC(C1CC1)N2 (stereo not given)	7%	4%	-6%	-5%	0.9%	0%	30%[46 µM]
COc1ccc(C(CC(=O)NCc2ccco2)c2ccc(F)cc2)cc1 (stereo not given)	-3%	-26%[46.1 µM]	8%	0%	-1.0%	4%[38.3 µM]	3%
O=c1c(-c2cccc([N+](=O)[O-])c2)[n+]([O-])c2ccccc2n1O	13%	-7%	7%	·	0.0%	·	·
COc1ccc(-n2c(=O)c3ccccc3n(CC(=O)Nc3cc(C)on3)c2=O)cc1OC	13%	-3%[46.1 µM]	5%	1%	-2.1%	10%[38.3 µM]	0%
S=c1[nH]nc(COc2ccc(Cl)cc2)o1	-1%	-3%[46.1 µM]	-24%	2%	-1.3%	-5%[38.3 µM]	17%
CC(C)c1cccc(C(C)C)c1NC(=O)COC(=O)[C@H](C)NC(N)=O	-22%	-1%	-3%	1%	-0.7%	2%	·
CCOC(=O)c1c(NC(=O)Cn2nc(C(F)F)cc2C(F)F)sc(C)c1C	-5%	-15%[46.1 µM]	4%	21%	2.9%	12%[38.3 µM]	5%
CCn1c(C)nc2c1C(=O)c1ccccc1C2=O	-3%	1%[46.1 µM]	-4%	-1%	0.9%	-12%[38.3 µM]	5%
O=C(c1cnc2ccc(Cl)cc2c1Cl)N1CCOCC1	7%	-12%	2%	-2%	2.4%	-1%	?
Cc1cccc(/C=N/NC(=O)C2CCCNC2=O)c1 (stereo not given)	6%	4%	-1%	-4%	-5.0%	-5%	-17%
O=C1[C@H]2C(c3ccccc3)=NN(c3ccccc3)[C@H]2C(=O)N1c1ccccc1	?	-25%	?	1%	-1.6%	-15%	·
CCOC(=O)c1ccc(NC(=O)CNS(=O)(=O)c2ccccc2)cc1	-1%	-10%[46.1 µM]	-5%	-2%	-1.2%	13%	-3%
COc1ccccc1OCc1nc(C#N)c(NCc2ccco2)o1	-6%	-2%[46.1 µM]	-5%	-2%	1.0%	25%[38.3 µM]	-12%
Clc1ccc([C@H](Cn2ccnc2)OCc2c(Cl)cccc2Cl)c(Cl)c1	-28%[21.7 µM]	·	11%[29.1 µM]	-3%[17.1 µM]	1.1%[16.9 µM]	8%	?
COc1ccccc1CNC(=O)CSc1ccc(-c2ccncc2)nn1	-1%	1%	5%	2%	-1.2%	3%	·
Cc1ccc(NC(=O)c2c(C)noc2C)cc1	0%	-3%[46.1 µM]	-6%	-2%	0.1%	26%[38.3 µM]	4%
O=C(/C=C/c1c(Cl)nc2ccccn12)N1CCN(c2ccccc2F)CC1	20%	-2%	3%	1%	-1.3%	14%	-15%[46 µM]
O=[n+]1c2c(n([O-])c3c1CCCC3)CCCCC2	-14%	-11%[46.1 µM]	-6%	11%	-2.7%	-10%[38.3 µM]	13%
O=S(=O)(c1ccc(F)cc1)N1CC2CCCN2c2ccc(C(F)(F)F)cc21 (stereo not given)	14%	?	-4%	3%	0.0%	0%[38.3 µM]	-1%
Cc1ccc(Cn2c(SCC(=O)NCc3ccco3)nc3ccsc3c2=O)cc1	-4%	-23%[46.1 µM]	-6%	3%	0.0%	5%	-5%
CSCC[C@H](NC(=O)OC(C)(C)C)C(=O)N/N=C/c1cccc2cccnc12	-4%	-5%	3%	·	-1.3%	·	·

Additional structures follow.
SMILES	CBFb-RUNX1 inh	NPSR antag	GLA spleen mod	Luc counter	Epigenetic reg	IMPase Li inh	LMNA splice mod
O=C(CC1=NCCNC(c2ccccc2)C1)c1ccccc1O (stereo not given)	3%	?	-28%	11%	-2.2%	-10%[38.3 µM]	3%
CN1C(=O)CSc2ccc(C(=O)O)cc21	0%	-2%[46.1 µM]	5%	-2%	-5.7%	-10%[38.3 µM]	?
Cc1cc(C)n(-c2nc3ccccc3nc2N2CCCC2)n1	10%	0%[46.1 µM]	-6%	-3%	0.4%	51%[activator][38.3 µM]	-2%
COc1cc(N2CCCC2)c(OC)cc1/C=c1/sc2nc3ccccc3n2c1=O	-4%	-2%[46.1 µM]	4%	-14%	2.8µM*	2%[38.3 µM]	6%
CC1(O)C(=O)C=C2C=C(c3ccsc3)OC=C2C1=O (stereo not given)	6%	·	2%	-2%	1.1%	5%	·
CCCCCc1c(O)nc(SCCN(C)C)[nH]c1=O	4%	17%	0%	·	-0.4%	·	·
Cc1ccc(SCC(=O)c2sc(-c3ccccc3)nc2C)cc1	23%	-5%[46.1 µM]	-3%	1%	-2.0%	15%[38.3 µM]	-13%
CCc1nc(SCC(=O)Nc2nccs2)c2oc3ccccc3c2n1	1%	-15%[46.1 µM]	-2%	-2%	-6.3%	24%[38.3 µM]	-9%
O=C(CSCc1c(F)cccc1Cl)NCc1ccco1	3%	-5%[46.1 µM]	2%	-1%	-4.6%	8%	-7%
O=C(c1cccs1)N1N=C(c2ccc(O)cc2)CC1c1ccccc1 (stereo not given)	-5%	-51%	-3%	0%	2.4%	14%	?
Cn1c(=O)[nH]c(=O)c2c1nc(N1CCCCC1)n2CCSc1nc2ccccc2o1	5%	-6%[46.1 µM]	3%	15%	0.7%	11%[38.3 µM]	-3%

Four records drawn at random from those above, as already listed:
SMILES	CBFb-RUNX1 inh	NPSR antag	GLA spleen mod	Luc counter	Epigenetic reg	IMPase Li inh	LMNA splice mod
O=C(CSCc1c(F)cccc1Cl)NCc1ccco1	3%	-5%[46.1 µM]	2%	-1%	-4.6%	8%	-7%
CN1C(=O)CSc2ccc(C(=O)O)cc21	0%	-2%[46.1 µM]	5%	-2%	-5.7%	-10%[38.3 µM]	?
Cc1ccc(SCC(=O)c2sc(-c3ccccc3)nc2C)cc1	23%	-5%[46.1 µM]	-3%	1%	-2.0%	15%[38.3 µM]	-13%
CCc1nc(SCC(=O)Nc2nccs2)c2oc3ccccc3c2n1	1%	-15%[46.1 µM]	-2%	-2%	-6.3%	24%[38.3 µM]	-9%

Screening data (PubChem BioAssay)
